# Screens (PubChem)
# CCR6 antagonist – CCR6 receptor antagonists, primary screen, cell-based, CHO-K1, luminescence, beta-arrestin, uHTS | C-C chemokine receptor type 6 (Homo sapiens), P51684 | CHO-K1 CCR6 PathHunter beta-arrestin, CCL20-stimulated | inhibition, % at 20 µM | 340,000 compounds, 0.49% hits;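 active means compounds whose inhibition of the agonist-driven luminescence signal at 20 µM reaches about 50%, limit read from the data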;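 further: cells stimulated with CCL20 at 14 nM final; plate controls were DMSO with CCL20 for no effect and DMSO without agonist for full effect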
# Target sequence (P51684 whole entry, looked up): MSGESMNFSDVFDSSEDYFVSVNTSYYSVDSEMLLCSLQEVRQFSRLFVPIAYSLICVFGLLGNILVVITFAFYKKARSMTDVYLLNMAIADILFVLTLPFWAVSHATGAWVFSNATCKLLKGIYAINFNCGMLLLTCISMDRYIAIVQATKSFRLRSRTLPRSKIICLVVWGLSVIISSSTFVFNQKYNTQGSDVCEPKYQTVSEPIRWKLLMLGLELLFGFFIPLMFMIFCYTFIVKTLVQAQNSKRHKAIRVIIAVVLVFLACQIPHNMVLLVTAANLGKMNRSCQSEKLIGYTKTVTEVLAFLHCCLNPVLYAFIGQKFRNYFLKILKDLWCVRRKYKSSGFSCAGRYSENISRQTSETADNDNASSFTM
# Mdm2 MdmX PPI – inhibitors of human Mdm2-MdmX association, primary screen, cell-based, luminescence, split luciferase, SaOS-2, uHTS; Protein Mdm4 (Homo sapiens) + E3 ubiquitin-protein ligase Mdm2 (Homo sapiens), …; SaOS-2 split-luciferase Mdm2/MdmX complementation; inhibition, % at 8 µM; 330,000 compounds, 3% hits;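 active means inhibition of at least 50% at 8 µM in the primary screen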
# tim23-1 inh – growth inhibitors of tim23-1 mutant yeast, primary screen, luminescence, uHTS; inhibition, % at 20 µM; AID 463212, 2010; S. cerevisiae tim23-1 growth, BacTiter-Glo luminescence, 24 h; 330,000 compounds, 1.3% hits;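 active means growth inhibition of the mutant yeast at or above 50%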;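 further: temperature-sensitive mutant grown at 25 °C; plate controls were DMSO-treated mutant yeast for no effect and medium wells lacking yeast for full effect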
# APJ ag – agonists of human apelin receptor APJ, primary screen, CHO-K1 cells, PathHunter beta-arrestin, luminescence; P35414; 330,000 compounds, 0.11% hits; 0% DMSO wells, 100% apelin; activation, % at 20 µM;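 active means activation more than six SD over the plate average, tested at 20 µM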;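 further: 0% = DMSO alone and 100% = apelin-13 at 10 nM; some results filed as inactive read as strong as hits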
# Target sequence (P35414 whole entry, looked up): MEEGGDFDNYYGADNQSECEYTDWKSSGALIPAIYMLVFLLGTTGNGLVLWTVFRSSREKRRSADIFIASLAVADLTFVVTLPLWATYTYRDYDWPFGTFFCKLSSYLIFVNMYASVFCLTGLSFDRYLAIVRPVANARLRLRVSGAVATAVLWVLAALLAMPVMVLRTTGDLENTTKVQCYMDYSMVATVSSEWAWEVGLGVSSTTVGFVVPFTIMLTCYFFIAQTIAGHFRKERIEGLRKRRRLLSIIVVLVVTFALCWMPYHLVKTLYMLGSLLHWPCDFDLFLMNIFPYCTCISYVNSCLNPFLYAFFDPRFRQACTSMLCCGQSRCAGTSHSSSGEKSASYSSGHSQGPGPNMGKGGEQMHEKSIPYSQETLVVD
#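 Assay system – PathHunter CHO-K1 APJ (AGTRL-1) beta-arrestin reporter cells · Compound – one dose, 20 µM compound, 1% DMSO · Timing – compound 90 min 25 °C, reagent 1 h · Measured by – luminescence from split beta-galactosidase complementation, Galacton Star/Emerald II substrate · Measure – beta-arrestin recruitment to APJ as agonist activity, luminescent signal · Benchmarks – DMSO vs Apelin-13 10 nM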
# APJ antagonist – antagonists of human apelin receptor APJ, primary screen, CHO-K1 cells, beta-arrestin complementation, luminescence. P35414. inhibition, % at 20 µM. 330,000 compounds, 0.32% hits. AID 2521, 2010;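 active means inhibition above about 40% at 20 µM, limit read from the data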;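 further: cells challenged with 10 nM apelin-13 agonist together with compound; plate controls were apelin-13 plus DMSO wells for no effect and DMSO wells lacking apelin-13 for full effect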
# UPR XBP1 act – activators of adaptive XBP1 UPR arm, primary screen, cell-based, CHO-XBP1 luciferase reporter, luminescence, uHTS; activation, % at 20 µM; IRE1-XBP1 UPR activation; percent of tunicamycin response, DMSO as zero; 330,000 compounds, 0.33% hits;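 active means versus positive control, 20 µM dose yields 30% or more activation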;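 further: 100% = tunicamycin at 10 µg/mL and 0% = DMSO only wells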
#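 Material: CHO cell line with stable XBP1 luciferase reporter; schedule: 16-18 h cell attachment at 37 °C, then 6 h compound exposure; signal: glow luminescence from Steady-Glo reagent; medium: serum-containing F12 medium, 10% FBS; benchmarks: tunicamycin 10 µg/mL and vehicle-only wells; read-out: percent activation relative to tunicamycin reference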
# CXCR6 block – CXCR6 receptor inhibitors, primary screen, cell-based, beta-arrestin, luminescence, CHO-K1 PathHunter, 1536-well; AID 602244, 2012; 360,000 compounds, 0.36% hits; inhibition, % at 20 µM; C-X-C chemokine receptor type 6 (Homo sapiens), O00574; in the data active means inhibition above about 34%, passing the limit was not always enough;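 further: antagonist mode with CXCL16 agonist at 10 nM final; 0% = 10 nM CXCL16 with DMSO and 100% = unstimulated wells without agonist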
# EBI2 block – EBI2 receptor antagonists, beta-arrestin recruitment, primary screen, cell-based, luminescence, 7a,25-OHC stimulation, uHTS; G-protein coupled receptor 183 (Homo sapiens), P32249; 7a,25-OHC stimulated; inhibition, % at 5 µM; 360,000 compounds, 0.81% hits; in the data active means inhibition above about 38%;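 further: enzyme fragment complementation signal reports receptor beta-arrestin coupling in cells; 0% = agonist plus DMSO wells and 100% = wells without agonist; some results beyond the cut were filed as inactive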
# Target sequence (P32249 whole entry, looked up, the tested form may be a part): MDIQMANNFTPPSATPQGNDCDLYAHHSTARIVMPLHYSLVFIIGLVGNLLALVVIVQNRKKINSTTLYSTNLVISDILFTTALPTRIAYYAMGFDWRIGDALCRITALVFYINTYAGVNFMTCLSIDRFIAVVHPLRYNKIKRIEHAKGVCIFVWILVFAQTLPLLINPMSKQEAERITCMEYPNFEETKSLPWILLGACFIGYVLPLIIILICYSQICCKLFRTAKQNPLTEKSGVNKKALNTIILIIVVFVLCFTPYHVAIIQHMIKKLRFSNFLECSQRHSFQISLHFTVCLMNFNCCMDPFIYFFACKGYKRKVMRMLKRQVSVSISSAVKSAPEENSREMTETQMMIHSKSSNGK
# UPR CHOP act – activators of apoptotic CHOP UPR arm, primary screen, cell-based, CHO-CHOP luciferase reporter, luminescence, uHTS | 330,000 compounds, 0.34% hits | UPR activation; percent of tunicamycin response over DMSO baseline | activation, % at 10 µM;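 active means at 10 µM dose, activation of 40% or more, normalized to positive control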;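 further: 100% = tunicamycin at 10 µg/mL and 0% = DMSO alone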
#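 Test system: CHO-CHOP cells, stable luciferase reporter of PERK-eIF2a-CHOP signalling | Quantity: 500 CHO-CHOP cells per well | Buffer or medium: F12 plus 10% serum | Compound dosing: 10 µM single point, 0.5% DMSO | Schedule: 6 h compound treatment, 37 °C | Signal: Luciferase luminescence | Control set: Tunicamycin high control, DMSO low control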
# An asterisk follows results filed as active; · = not tested or not shown. An excerpt; the hit share may differ from the screen's.
SMILES,CCR6 antagonist,Mdm2 MdmX PPI,tim23-1 inh,APJ ag,APJ antagonist,UPR XBP1 act,CXCR6 block,EBI2 block,UPR CHOP act
COc1cccc(NC(=O)CN(C)C(=O)CSc2nc(C)cc(C)n2)c1,-1,9,5,-2,9,4,-1,7,-1.2
NC(=O)C1(N2CCCCC2)CCN(C(=S)Nc2ccccc2)CC1,6,19,6,-2,-8,-1,-6,1,-0.6
Cc1oc(-c2ccccc2Cl)nc1CN1CCCCC1c1cccnc1 (stereo unspecified),11,9,38,0,7,-3,1,-3,-0.7
Cc1cccc(NC(=O)/C(C#N)=C\c2ccc(C(=O)O)cc2)c1,-1,12,0,-1,-16,2,-3,3,1.3
CCCCOC(=O)c1ccc(NC(=O)COC(=O)CSc2nc(C)cc(C)n2)cc1,8,22,32,0,-7,1,-4,-9,5.7
CCn1cc(C2=NCC(C)O2)c2ccccc21 (stereo unspecified),14,20,2,2,-4,-3,-8,-9,0.1
COc1ccccc1C1c2[nH]c3ccccc3c2C[C@H]2C(=O)N(C3CCN(Cc4ccccc4)CC3)CC(=O)N12 (stereo partly specified),4,54*,9,-4,-5,0,8,16,1.4
COc1ccc(C(=O)N2CCCN(C)CC2)c(OC)c1,6,17,11,-2,15,-1,-6,2,3.8
CCCc1c(C)[nH]c2nc3ccccc3n2c1=O,-2,-1,44,-5,-9,4,-2,0,3.4
C=CCn1c(SCC(=O)Nc2ccccc2OC)nnc1-c1ccco1,·,-3,1,-4,5,4,·,·,-1.5
CC(=O)N1N=C(c2cccc(Cl)c2)OC1c1cccc([N+](=O)[O-])c1 (stereo unspecified),8,65*,29,0,-23,-2,-5,7,0.4
CN(C)CCNC(=O)c1c(NC(=O)c2ccccc2)sc2c1CCCC2,28,33,22,-2,12,2,2,2,0.2
CC(=O)NC(Cc1cc(C)ccc1C)C(=O)N1CCN(C(=O)c2ccccc2Br)CC1 (stereo unspecified),18,0,9,-5,7,0,-1,-7,-2.7
Cc1ccc(S(=O)(=O)Nc2ccccc2C(=O)N2CCCCC2)cc1,4,-4,26,-3,7,0,2,-3,1.0
O=C(Nc1ccccc1Cl)c1cc(S(=O)(=O)N2CCCC(C(=O)O)C2)ccc1F (stereo unspecified),-10,-2,12,-1,17,-2,17,0,-1.0
O=C(CCCN1C(=O)c2ccccc2C1=O)NCCN1C(=O)S/C(=C\c2cccs2)C1=O,9,7,16,-3,-10,-3,-7,-4,2.0
CCCNC(=O)Cn1nc(C(F)(F)F)c2c1CCCC2,-2,6,17,-2,-6,0,-2,5,0.6
O=C(CN(C(=O)CCC(=O)Nc1nccs1)c1cccc(F)c1)NCc1ccc(F)cc1,24,5,-5,0,8,-2,2,-6,1.7
C[C@H](CO)N1C[C@H](C)[C@H](CN(C)Cc2ccncc2)Oc2ccc(NC(=O)Nc3ccc(C(F)(F)F)cc3)cc2CC1=O,-8,44,9,-3,-8,1,-12,10,2.1
CCOc1cc(/C=N/NC(=O)c2cccc(S(=O)(=O)N3CCCC3)c2)ccc1OCC(=O)N(C)C,-4,8,-7,-2,7,1,-1,-2,0.6
Cc1c(NC(=O)c2ccc(S(=O)(=O)N3CCOCC3)cc2)c(=O)n(-c2ccccc2)n1C,-5,-3,18,-1,-6,0,6,-3,0.0
CCOC(=O)C(Cc1ccccc1)NC(=O)CNC(C)=O (stereo unspecified),-8,14,-17,-1,-5,2,2,-8,-2.9
O=S1(=O)[C@H]2C[C@@H]3C=C[C@]2(CN1Cc1ccc(C(F)(F)F)cc1)O3,8,13,17,-4,11,-2,6,-6,1.3
CC(C)CN(c1ccccc1)S(=O)(=O)c1nnc(NC(=O)C(C)C)s1,0,25,-5,-3,3,-1,-2,-3,0.9
COc1cc(CNCc2ccccn2)ccc1OCc1cccc(Cl)c1,-4,-16,20,5,8,-2,2,3,-0.5
CCN(CC)c1ccc(C2C(C(C)=O)C(=O)CC(C)(O)C2C(C)=O)cc1 (stereo unspecified),2,21,11,-1,14,-2,-2,-6,0.7
CCOC(=O)c1cnn(-c2cc(C(C)(C)C)nc3c(-c4ccccc4)c(C)nn23)c1N,-6,23,1,-7,29,2,-4,18,-0.3
Cc1ccc(C)c(-n2nnnc2SCC(=O)Nc2c(C)n(C)n(-c3ccccc3)c2=O)c1,-14,13,7,-3,12,-1,1,-7,-0.5
COc1ccccc1NC(=O)Nc1ccnn1Cc1cccs1,13,-4,0,5,9,0,-10,-4,1.3
CC(=O)c1ccc(S(=O)(=O)N2CCN(C)CC2)cc1,12,-4,2,-3,6,2,-7,2,-1.0
N#CC1=C(SCC(=O)c2cc3ccccc3oc2=O)NC(=O)C(C#N)C12CCCC2 (stereo unspecified),14,6,1,-2,10,-2,4,3,0.2
CCOC(=O)C1=C(COC(=O)c2ncc(Cl)c(Cl)c2Cl)NC(=O)NC1C (stereo unspecified),-16,24,14,4,-52,-2,-16,6,1.7
Cc1noc(C)c1S(=O)(=O)N1CCCC(C(=O)Nc2cccnc2)C1 (stereo unspecified),3,-3,14,-1,-10,0,-2,0,0.8
Cc1cc(NC(=O)c2ccccc2)ncc1NC(=O)c1cccs1,-7,-50,32,-1,0,4,-4,-9,3.2
O=C(NC(=S)Nc1ccccc1Br)C1CC1,6,16,48,-6,12,-1,-7,-10,3.0
CCCCCn1c(CN2CCCCC2C)nc2c1c(=O)n(C)c(=O)n2C (stereo unspecified),20,-32,6,-5,6,-1,4,5,-1.1

# Exported as labelled records: part of the list above
O=S1(=O)[C@H]2C[C@@H]3C=C[C@]2(CN1Cc1ccc(C(F)(F)F)cc1)O3
- CCR6 antagonist = 8
- Mdm2 MdmX PPI = 13
- tim23-1 inh = 17
- APJ ag = -4
- APJ antagonist = 11
- UPR XBP1 act = -2
- CXCR6 block = 6
- EBI2 block = -6
- UPR CHOP act = 1.3
CC(C)CN(c1ccccc1)S(=O)(=O)c1nnc(NC(=O)C(C)C)s1
- CCR6 antagonist = 0
- Mdm2 MdmX PPI = 25
- tim23-1 inh = -5
- APJ ag = -3
- APJ antagonist = 3
- UPR XBP1 act = -1
- CXCR6 block = -2
- EBI2 block = -3
- UPR CHOP act = 0.9

# Following part:
SMILES,CCR6 antagonist,Mdm2 MdmX PPI,tim23-1 inh,APJ ag,APJ antagonist,UPR XBP1 act,CXCR6 block,EBI2 block,UPR CHOP act
CC(CN1CCCCC1)OC(=O)c1ccccc1F (stereo unspecified),9,-2,7,6,-11,-2,6,-11,1.0
COc1ccc(NC(=O)c2ccc(-c3ccccc3Cl)o2)cc1,19,-122,2,-3,-53,3,-8,-17,1.9
CCOC(=O)C1=C(CC)Nc2ccccc2N=C1NC(=O)c1cc(S(=O)(=O)N2CCOCC2)ccc1C,14,2,17,-1,-2,2,3,16,-0.7
CN(C)S(=O)(=O)c1cccc(-c2nnc(SCc3ccc4c(c3)OCCO4)o2)c1,-1,13,19,-2,12,4,6,6,0.2
COC(=O)CN1C(=O)S/C(=C/c2cc(C)n(C)c2C)C1=O,13,-7,9,-2,-14,3,8,3,1.8
CCCC(=O)N(CCN1CCOCC1)c1nc2c(F)cc(F)cc2s1,8,11,18,-3,-27,-1,-11,12,1.1
CCN1/C(=C2\C(=O)N(c3ccccc3)N=C2C)C=Cc2cc(C)ccc21,11,-8,-2,-5,7,1,0,-8,1.7
Cc1onc(-c2ccccc2Cl)c1C(=O)N1CCCCC1C(=O)O (stereo unspecified),-2,-23,-2,-4,-3,-3,-2,-1,-1.2
CCCCN=C1SC(C(=O)Nc2sc3c(c2C(=O)OC)CCC3)C(N)=C1C(=O)N1CCOCC1 (stereo unspecified),5,66*,7,0,5,166*,0,8,109*
C=CCN1CC(c2nc3ccccc3n2CCOc2ccccc2)CC1=O (stereo unspecified),22,15,10,-1,7,0,7,2,-1.1
CCc1ccccc1NC(=O)C1CCCC1,0,-10,8,-5,11,5,6,-4,-0.3
O=S(=O)(Nc1ccccc1N1CCOCC1)c1ccc(F)c(Cl)c1,5,18,21,3,-1,-4,0,27,0.3
Cc1cc(C)n(CC(=O)N2c3ccccc3Sc3ccccc32)n1,12,8,-3,-2,10,-3,2,7,-1.9
O=C(CC1NC(=O)NC1=O)Nc1ccccc1 (stereo unspecified),0,-3,10,0,12,1,3,11,-2.4
CC(C)CC1NC(=O)N(CC(=O)Nc2ccccc2-c2ccccc2)C1=O (stereo unspecified),-9,-4,9,-1,13,-1,-2,-5,0.4
CCCOc1nc2c(c(=O)n(C)c(=O)n2C)n1CCC,-13,-6,10,0,9,2,5,10,-1.4
Cc1c(C(=O)Nc2ccccc2)sc2nc3n(c(=O)c12)CCCCC3,8,0,25,-2,-8,1,-3,-17,0.7
COCCN(C(=O)CSc1nc2ccccc2c(=O)n1CCOC)c1c(N)n(Cc2ccccc2)c(=O)[nH]c1=O,-7,11,0,-1,7,2,0,-13,0.0
COc1ccc(C2Nc3ccccc3C(=O)N2NS(=O)(=O)c2ccccc2)cc1 (stereo unspecified),9,23,14,-1,-4,-2,2,-1,-1.1
O=C(CN1C(=O)NC2(CCCCC2)C1=O)N1CCN(S(=O)(=O)c2ccc(F)cc2)CC1,-1,-12,8,3,21,0,4,2,5.0
CC(=O)Nc1ccc(N2C(=O)CSC2c2ccccc2)cc1 (stereo unspecified),10,-20,2,-3,12,-1,-3,3,-0.9
O=C(Nc1ccc(Cl)cc1)N1CCOC12CCC1(CC2)OCCO1,3,-47,7,-2,-28,0,1,-8,6.6
Cc1cc(C(=O)NNS(=O)(=O)c2cc(C(=O)O)ccc2Cl)c(C)n1-c1ccccc1,9,21,13,-4,15,-6,-12,11,-4.8
O=C(NCCO)c1cc2cc(Cl)cc(Cl)c2oc1=O,-5,8,17,-3,3,-3,0,2,-1.9
NC(=O)c1cc([N+](=O)[O-])ccc1N1CCN(Cc2ccccc2)CC1,-6,10,2,-1,25,-1,5,-8,-1.5
Cn1ccnc1SCC(=O)c1ccc(Br)cc1,12,4,28,-3,-2,2,3,0,1.5
Cc1nc(-c2ccc(S(=O)(=O)N3CCN(C4c5ccccc5-c5ccccc54)CC3)s2)cs1,11,20,2,-1,1,0,1,-2,0.6
O=C(NCCc1ccc(F)cc1)c1cccc(NC(=O)c2ccccc2)c1,5,19,20,5,-15,-5,6,4,1.2
COc1ccc(Cl)c(Cn2c(NCCCO)nc3c2c(=O)n(C)c(=O)n3C)c1,-8,-14,2,-2,38,2,6,3,-1.8
